Bioassay records (PubChem)
HT1080NT lethal: qHTS for induction of synthetic lethality in tumor cells producing 2HG: qHTS for the HT-1080-NT fibrosarcoma cell line; HT-1080-NT fibrosarcoma viability, CellTiter-Glo ATP luminescence, 48 h; Potency, µM (doses to about 46.1 µM), without a hit: top-dose activity, negative = less viability, usual class: cytotoxic; 1.6% of 360,000 active;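 note: NT is the 2HG producing partner of a matched IDH1 knockdown line; potency is the fitted concentration of half-maximal effect; 0% = DMSO-treated cells and -100% = media-only wells without cells; nearly all actives have a fitted effect of over 55% in size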
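Toxicity toward the 2HG-producing NT line was scored as %Activity, normalised to DMSO and no-cell wells, from CellTiter-Glo luminescence after 48 hours' treatment.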
IL1B secr inh: qHTS for Inhibitors of Inflammasome Signaling: IL-1-beta AlphaLISA Primary Screen; THP-1 LPS/ATP IL-1B secretion, AlphaLISA, 16 h; stronger effect = lower value; 4.7% of 360,000 active; activity change, % at 57.5 µM; in the data active = activity change below about -50%; inconclusive = mostly about -30% to -49%; note: % is set by controls: 0 for no effect and ±100 for the full control effect
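THP-1 cells pretreated 1 hr with compounds (up to 57.5 uM final), then stimulated with LPS (250 ng/mL final) plus ATP (1.25 mM final); secreted IL-1B measured by AlphaLISA after 16 hr, decreased signal indicating inhibition.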
MCF10A rereplic: A quantitative high throughput screen for small molecules that induce DNA re-replication in MCF 10a normal breast cells; MCF 10A DNA re-replication, Hoechst nuclear intensity, 48 h; Potency, µM (doses to about 46.1 µM), for the others: at the top dose activity, positive = re-replication, most hits filed as activators; 2.9% of 350,000 active; AID 624296, 2012; note: potency is the fitted concentration of half-maximal effect; % of control where 0% means no effect; nearly all actives have a fitted effect of over 50% in size
KB-3-1 tox: qHTS assay for MDR1-selective chemotherapeutics: Primary screen using the parental adenocarcinoma cell KB-3-1; Potency, µM (highest dose often 46.1 µM), inactives show top-dose activity change, negative = cytotoxic, actives largely listed as cytotoxic; 1.4% of 400,000 active; KB-3-1 viability, CellTiter-Glo ATP luminescence, 72 h; note: potency is the fitted concentration of half-maximal effect; % is set by controls: 0 for no effect and ±100 for the full control effect; nearly all actives have a fitted effect of over 60% in size
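Using CellTiter-Glo luminescence, growth of non-resistant KB-3-1 adenocarcinoma cells is assessed 72 h after pin-tool compound addition at 37 °C. Normalized responses across the concentration series yield fitted curves.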
HT1080 IDH1KD tx: qHTS for induction of synthetic lethality in tumor cells producing 2HG: qHTS for the HT-1080-IDH1KD cell line | HT-1080 IDH1 knockdown viability, ATP luminescence, 48 h | Potency, µM (highest dose often 46.1 µM), inactives show at the top dose activity, negative = toxicity, most hits filed as cytotoxic | 2% of 360,000 active;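 note: potency is the fitted concentration of half-maximal effect; 0% = DMSO wells and -100% = cell-free medium wells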
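HT-1080-IDH1KD cells (IDH1 knocked down), 750/well in RPMI with 5% FBS, treated with compound 48 h at 37 degrees C. Viability by CellTiter-Glo luminescence, normalised to DMSO and no-cell wells; concentration-response curves classed.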
SW480 rereplic: A quantitative high throughput screen for small molecules that induce DNA re-replication in SW480 colon adenocarcinoma cells. AID 624297, 2012. 1.8% of 340,000 active. Potency, µM (highest dose often 46.1 µM), for inactives: at the top dose re-replication activation, usual class: activators. SW480 DNA re-replication, Hoechst DNA content imaging, 48 h; note: potency is the fitted concentration of half-maximal effect; % of control where 0% means no effect; nearly all actives have a fitted effect of over 55% in size
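Readout is total intensity of Hoechst-stained nuclei, excited at 405 nm and collected at 500-530 nm. Compound treatment lasted 48 hr at 37 C in 5% CO2 before staining.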
GLP1R cytotox: qHTS of GLP-1 Receptor Inverse Agonists: Cytotox Screen; HEK293 cAMP-luciferase reporter cells, luminescence, 24 h; Potency, µM (titrated, usually from 38.3 µM), without a hit: at the top dose activity change, negative = inhibition, actives largely listed as inhibitors; 0.13% of 410,000 active; AID 624418, 2012;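 note: loss of luciferase light is scored as toxicity; potency is the fitted concentration of half-maximal effect; % is set by controls: 0 for no effect and ±100 for the full control effect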
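Here, cytotoxicity is scored as loss of luminescence. The MLSMR collection was tested on cells seeded in medium containing 10% Nu serum, with a 24 hr compound exposure preceded by 12 hours of culture.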
D3 ag: qHTS of D3 Dopamine Receptor Agonist: qHTS | D(3) dopamine receptor (Homo sapiens), P35462 | D3R DiscoveRx beta-arrestin cells, luminescence, 90 min | max activation, % | 0.58% of 410,000 active | AID 652048, 2013; in the data active = max activation above about 30%; note: 0% is about no effect; mostly tested at two doses, the higher about 12 µM
Target sequence (P35462 whole entry, looked up): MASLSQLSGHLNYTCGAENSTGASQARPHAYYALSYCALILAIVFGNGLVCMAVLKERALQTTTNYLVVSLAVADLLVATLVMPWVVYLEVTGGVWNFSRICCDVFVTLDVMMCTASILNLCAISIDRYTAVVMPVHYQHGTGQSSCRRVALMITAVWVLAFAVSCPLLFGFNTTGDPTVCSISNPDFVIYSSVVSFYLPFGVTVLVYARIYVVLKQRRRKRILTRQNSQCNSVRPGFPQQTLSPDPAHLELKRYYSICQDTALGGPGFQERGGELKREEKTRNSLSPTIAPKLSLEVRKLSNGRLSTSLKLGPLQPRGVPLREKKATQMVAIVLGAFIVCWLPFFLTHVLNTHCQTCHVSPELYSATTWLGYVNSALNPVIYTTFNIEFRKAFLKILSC
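Agonist mode: compounds and dopamine controls were applied to plated cells for 90 min at 37 degrees C after an overnight attachment at 1500 cells/well. Luminescent read-out followed 30 - 60 minutes at room temperature with DiscoveRx detection reagent.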
KB-V1 MDR tox: qHTS assay for MDR1-selective chemotherapeutics: Primary screen using the drug-selected MDR subline cells KB-V1; 3.4% of 400,000 active; Potency, µM (titrated, usually from 46.1 µM), inactives show at the top dose activity change, negative = cytotoxicity, usual class: cytotoxic; KB-V1 MDR cells viability, CellTiter-Glo, 72 h; note: potency is the fitted concentration of half-maximal effect; % is set by controls: 0 for no effect and ±100 for the full control effect; nearly all actives have a fitted effect of over 60% in size
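Luminescent ATP read-out (CellTiter-Glo, 10 min) measures survival of drug-selected KB-V1 MDR cells after 72 h, 37 degrees C compound exposure. Medium: phenol-red-free DMEM, 10% FBS. Values from fitted concentration-response curves.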
* hit, by the source's call; ? = inconclusive; . = no result given; & = joins results of further samples; [ ] = remark or other dose. Unless noted, calls come from the whole dose curve; as a rule, active = well fitted curve in the direction sought with a large enough effect; inconclusive = small, poorly fitted or top-dose-only effect, or another doubt; inactive = no such curve, though single readings can be large; an effect the other way counts as inactive or inconclusive. Rows are unselected. About 11% of those tested had a hit in this group.

SMILES	HT1080NT lethal	IL1B secr inh	MCF10A rereplic	KB-3-1 tox	HT1080 IDH1KD tx	SW480 rereplic	GLP1R cytotox	D3 ag	KB-V1 MDR tox
CC(C)(C)NC(=O)C(c1ccncc1)N(Cc1cccs1)C(=O)Cn1nnc(-c2cccs2)n1 (stereo unspecified)	?	-18	2%	-2%	-7%[9.24 µM]	0%	2%	-11	0%
Cc1ccc2onc(CC(=O)N3CCN(c4cccc(C)c4C)CC3)c2c1	.	.	.	-3%	.	.	1%	3	3%
O=C(C1COc2cc(S(=O)(=O)Nc3ccc(Cl)cc3)ccc2O1)N1CCCC1 (stereo unspecified)	.	.	.	-8%	.	.	0%	16	-4%
CCCCn1c(N)c(N(CC)C(=O)c2cccc(OCc3ccccc3)c2)c(=O)[nH]c1=O	2%	3	1%	1%	0%	-7%	-5%	1	20%
O=C(C1CCN(c2nnnn2-c2ccccc2)CC1)N1CCN(c2ccccc2)CC1	7%	15	6%	11%	10%	-3%	14%	6	?
O=C(Nc1cccc2ccccc12)C1CCCC1	0%	14	0%	-3%	-14%	?	3%	-3	28%
Cc1cccc(C)c1NC(=O)C(Cl)C(=O)c1ccccc1 (stereo unspecified)	16µM*	-96*	18µM*	-1%	?	16µM*	-4%	-4	-1%
Cc1cnc(NC(=O)c2cccs2)s1	-29%	-99*	22%	?	-25%	?	-13%	-6	?
Cc1cccc(C)c1-n1nnnc1SCc1nc(N)nc(N(C)C)n1	?	21	.	0%	?	.	0%	1	-1%
CC(=O)Nc1cccc(-c2ccnc3c2CC(C(=O)Nc2ccc(C(C)C)cc2)O3)c1 (stereo unspecified)	?	-51*	.	0%	?	.	-9%	-1	?
CCCn1c(SCc2cc(=O)[nH]c3ccccc23)nc2c1c(=O)n(C)c(=O)n2C	-8%	5	1%	1%	3%	-8%	-14%	2	-9%
CCN(Cc1ccccc1)S(=O)(=O)c1ccc(C(=O)N(CCCN(C)C)c2nc3cc(OC)ccc3s2)cc1	?	-100*	16µM*	-9%	?	?	?	-7	-15%
O=[N+]([O-])c1ccc(N2CCOCC2)nc1	1%	0	4%	8%	1%	1%	?	0	-10%
CCn1c(SCC(=O)NNC(=O)c2ccc(C)cc2)nnc1-c1ccncc1	2%	15	-185%[0.0737 µM]	6%	5%	-34%	-6%	5	?
CC(=O)N(CC1CCCO1)c1nnc(-c2cnccn2)s1 (stereo unspecified)	12%	0	24%	3%	1%	-1%[9.22 µM]	18%	0	2%

Nothing new here: six of the compounds above.
SMILES	HT1080NT lethal	IL1B secr inh	MCF10A rereplic	KB-3-1 tox	HT1080 IDH1KD tx	SW480 rereplic	GLP1R cytotox	D3 ag	KB-V1 MDR tox
CC(C)(C)NC(=O)C(c1ccncc1)N(Cc1cccs1)C(=O)Cn1nnc(-c2cccs2)n1 (stereo unspecified)	?	-18	2%	-2%	-7%[9.24 µM]	0%	2%	-11	0%
Cc1ccc2onc(CC(=O)N3CCN(c4cccc(C)c4C)CC3)c2c1	.	.	.	-3%	.	.	1%	3	3%
O=C(C1COc2cc(S(=O)(=O)Nc3ccc(Cl)cc3)ccc2O1)N1CCCC1 (stereo unspecified)	.	.	.	-8%	.	.	0%	16	-4%
CCCCn1c(N)c(N(CC)C(=O)c2cccc(OCc3ccccc3)c2)c(=O)[nH]c1=O	2%	3	1%	1%	0%	-7%	-5%	1	20%
O=C(C1CCN(c2nnnn2-c2ccccc2)CC1)N1CCN(c2ccccc2)CC1	7%	15	6%	11%	10%	-3%	14%	6	?
O=C(Nc1cccc2ccccc12)C1CCCC1	0%	14	0%	-3%	-14%	?	3%	-3	28%

Entries from the list above that contain an NH in an aromatic ring, in the order listed:
SMILES	HT1080NT lethal	IL1B secr inh	MCF10A rereplic	KB-3-1 tox	HT1080 IDH1KD tx	SW480 rereplic	GLP1R cytotox	D3 ag	KB-V1 MDR tox
CCCCn1c(N)c(N(CC)C(=O)c2cccc(OCc3ccccc3)c2)c(=O)[nH]c1=O	2%	3	1%	1%	0%	-7%	-5%	1	20%
CCCn1c(SCc2cc(=O)[nH]c3ccccc23)nc2c1c(=O)n(C)c(=O)n2C	-8%	5	1%	1%	3%	-8%	-14%	2	-9%

The list goes on:
SMILES	HT1080NT lethal	IL1B secr inh	MCF10A rereplic	KB-3-1 tox	HT1080 IDH1KD tx	SW480 rereplic	GLP1R cytotox	D3 ag	KB-V1 MDR tox
O=S(=O)(NCC1CCCO1)c1ccc(Cl)cc1 (stereo unspecified)	8%	-8	3%	3%	5%	-1%	1%	-3	23%
CCN(Cc1cc2cc(C)ccc2[nH]c1=O)C(=O)c1cccc([N+](=O)[O-])c1	14%	10	-5%	0%	14%	-3%	4%	-12	-29%
O=C(CCNS(=O)(=O)c1ccccc1)OCc1ccc([N+](=O)[O-])cc1	-2%	-3	.	1%	0%	.	8%	-4	-8%
COc1cc(-c2cc(N3C(=O)Nc4ccccc4N3O)n[nH]2)cc(OC)c1OC	1%	-4	2%	8%	0%	7%	10%	1	-2%
CCOC(=O)C1CCN(S(=O)(=O)c2ccccc2)CC1	1%	25	0%	1%	2%	-8%	-8%	1	-3%
Cc1cccc(NC(=O)CSc2nnc(-c3ccc(S(=O)(=O)N4CCOCC4)cc3)n2C)c1	0%	11	-1%	-8%	-1%	3%	2%	-3	-12%
N#Cc1nc(-c2ccccc2F)oc1NCc1ccccc1	-1%	18	9%	6%	-1%	-1%	9%	11	-15%
CC(C)CN(CC(C)C)C(=O)C1CCCN(S(=O)(=O)c2ccc3c(c2)oc(=O)n3C)C1 (stereo unspecified)	.	.	.	1%	.	.	-5%	9	2%
CC1(C(=O)N(CC(=O)NC2CCCC2)Cc2ccccc2)CC(=O)N=C2C=CC=CN21 (stereo unspecified)	2%	9	-47%[inhibitor]	-8%	-1%	12%	-3%	4	1%
CCn1c(CN2CCN(c3cccc(Cl)c3)CC2)nc2c1c(=O)[nH]c(=O)n2C	.	.	.	0%	.	.	4%	-11	-8%
C=CCOC(=O)N1CCC2CC1c1c(-c3ccc(C(F)(F)F)cc3)cccc12 (stereo unspecified)	?	40	.	-5%	?	.	3%	6	0%
O=C(COc1ccc(Br)cc1Br)NC(=O)NC1CCCC1	-25%	0	19%	-17%	-24%	0%	-2%	-1	-20%
COc1ccc(CNS(=O)(=O)c2cc(Br)cc3c2N(C(C)=O)C(C)C3)cc1 (stereo unspecified)	-4%	-3	1%	2%&-16%	-1%	3%	-3%&-3%	0&-24	?
CC(Sc1nncn1-c1ccccc1)C(=O)Nc1cccc([N+](=O)[O-])c1 (stereo unspecified)	5%	-10	9%	13%	4%	-3%	-1%	-1	1%
CCn1nc(C)cc1-c1n[nH]c(=S)n1N	?	25	-8%	13%	7%	4%	3%	0	5%

Part of the list above in another layout.
Second line of a record: HT1080NT lethal	IL1B secr inh	MCF10A rereplic	KB-3-1 tox	HT1080 IDH1KD tx	SW480 rereplic	GLP1R cytotox	D3 ag	KB-V1 MDR tox
Cc1cccc(NC(=O)CSc2nnc(-c3ccc(S(=O)(=O)N4CCOCC4)cc3)n2C)c1
    0%	11	-1%	-8%	-1%	3%	2%	-3	-12%
N#Cc1nc(-c2ccccc2F)oc1NCc1ccccc1
    -1%	18	9%	6%	-1%	-1%	9%	11	-15%

More structures follow.
SMILES	HT1080NT lethal	IL1B secr inh	MCF10A rereplic	KB-3-1 tox	HT1080 IDH1KD tx	SW480 rereplic	GLP1R cytotox	D3 ag	KB-V1 MDR tox
CC(C)(O)C#Cc1ccc(C(=O)N2CCN(c3ccc(F)cc3)CC2)cc1	0%	6	1%	2%	-20%	-6%	-6%	2	-26%
O=C(Nc1cccc(S(=O)(=O)N2CCOCC2)c1)c1ccc(N2CCOCC2)c([N+](=O)[O-])c1	-3%	-10	22%	3%	1%	-10%	1%	4	?
Cc1ccc(N(C)C(=O)c2cnn(-c3ccccc3)c2C)c(C)c1	-14%	18	-16%	13%	1%	4%	4%	-4	6%
O=C(NC1CCOc2ccccc21)c1ccc(Cl)nc1 (stereo unspecified)	-4%	20	-15%	-3%	0%	-25%	0%	6	-5%
COc1ccccc1-c1sc2ccccc2c1-c1ccc(OCCN2CCCCC2)cc1	?	-21	?	0%	?	-69%[inhibitor]	0%	-66	0%
CCc1ccccc1NC(=S)N(Cc1cccc(C)c1)c1cccnc1	18%	36	-4%	2%	24%	-16%	-2%	5	-26%
COc1ccc(/C=C2\N=C3CCCCCN3C2=O)cc1OC	-1%	27	1%	-10%	-12%	3%	3%	1	-11%
Cc1ccc(C(=O)NCCOc2cccc(C)c2)cc1	1%	-20	0%	0%	-1%	-3%	11%	-11	-19%
O=C(c1ccc2ccccc2n1)N1CCN(S(=O)(=O)c2ccccc2)CC1	2%	-11	-5%	9%	-2%	1%	8%	2	-1%
O=C(CN(c1ccc(F)cc1)S(=O)(=O)c1ccc2c(c1)OCCO2)NCc1ccccc1	-28%	54	11%	9%	?	-4%	13%	-3	-24%
Cc1ccc(NC(=O)Cn2c(=O)c(CNc3ccccc3)cc3cc4c(cc32)OCCO4)cc1	.	.	.	?	.	.	8%	-12	18%
CC(C)NC(=S)N1CCCN(c2ncccc2[N+](=O)[O-])CC1	-2%	-9	10%	2%	14%	2%	-1%	0	5%
O=C(Nc1nc(-c2ccco2)c(-c2ccco2)s1)c1cnccn1	-23%	1	7%	-11%	?	5%	?	-3	2.1µM*
NC(Cc1ccc(Cl)cc1)c1csc(Nc2ccc(C(=O)c3ccccc3)cc2)n1 (stereo unspecified)	?	0	.	?	?	.	2%	1	?
